NSD2 inh: NSD2 (human) methyltransferase inhibition | NSD2-SET H3K36me1 DELFIA fluorescence, biochemical | inhibition, % at 12.5 µM | 44,000 compounds, 0.07% hits; in the data active = inhibition above about 54%, passing the limit was not always enough;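 also: inhibitors reduce the monomethyl H3K36 fluorescence signal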
Target sequence (O96028 whole entry, looked up): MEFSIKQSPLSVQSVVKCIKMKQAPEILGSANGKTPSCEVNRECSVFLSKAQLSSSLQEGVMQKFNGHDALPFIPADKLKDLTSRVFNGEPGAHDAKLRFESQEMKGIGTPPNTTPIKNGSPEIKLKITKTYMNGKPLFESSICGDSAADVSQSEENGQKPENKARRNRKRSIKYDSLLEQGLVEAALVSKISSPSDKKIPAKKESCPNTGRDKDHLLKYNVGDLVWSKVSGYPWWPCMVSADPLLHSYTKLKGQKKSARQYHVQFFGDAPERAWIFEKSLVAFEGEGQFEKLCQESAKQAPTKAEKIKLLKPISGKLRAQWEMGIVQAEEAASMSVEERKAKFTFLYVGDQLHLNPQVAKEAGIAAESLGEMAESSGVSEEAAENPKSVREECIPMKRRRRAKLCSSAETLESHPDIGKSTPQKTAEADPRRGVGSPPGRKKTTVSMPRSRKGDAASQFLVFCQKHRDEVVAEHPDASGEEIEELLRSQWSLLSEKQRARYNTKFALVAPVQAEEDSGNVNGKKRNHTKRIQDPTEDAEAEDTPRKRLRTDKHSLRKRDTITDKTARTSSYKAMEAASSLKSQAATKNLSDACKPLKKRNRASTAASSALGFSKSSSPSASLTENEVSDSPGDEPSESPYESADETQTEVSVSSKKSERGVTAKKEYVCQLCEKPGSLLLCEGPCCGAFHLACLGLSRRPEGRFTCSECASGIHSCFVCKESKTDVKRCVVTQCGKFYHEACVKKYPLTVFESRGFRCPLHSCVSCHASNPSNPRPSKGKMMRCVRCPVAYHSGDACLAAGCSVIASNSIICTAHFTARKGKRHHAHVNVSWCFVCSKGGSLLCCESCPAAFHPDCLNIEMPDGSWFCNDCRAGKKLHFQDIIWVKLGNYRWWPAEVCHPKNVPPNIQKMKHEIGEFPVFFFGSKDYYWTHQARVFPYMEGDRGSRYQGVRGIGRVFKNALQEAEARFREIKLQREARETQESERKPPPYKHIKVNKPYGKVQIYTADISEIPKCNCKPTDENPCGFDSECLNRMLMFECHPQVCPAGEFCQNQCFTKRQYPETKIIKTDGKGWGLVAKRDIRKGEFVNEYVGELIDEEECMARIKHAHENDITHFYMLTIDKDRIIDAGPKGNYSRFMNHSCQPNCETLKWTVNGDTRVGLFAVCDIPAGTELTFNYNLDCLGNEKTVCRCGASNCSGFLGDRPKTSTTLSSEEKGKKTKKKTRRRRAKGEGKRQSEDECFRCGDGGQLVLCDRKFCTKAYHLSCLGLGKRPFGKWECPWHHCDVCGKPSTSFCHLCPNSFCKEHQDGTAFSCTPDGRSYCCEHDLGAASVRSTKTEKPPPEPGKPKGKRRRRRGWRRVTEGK
The depositor's hits bear a star; & = joins results of further samples. Only part of the results is shown; the hit share may differ from the screen's.

SMILES	NSD2 inh
C[C@H](CO)N1C[C@H](C)[C@H](CN(C)C(=O)Nc2cccc3ccccc23)Oc2ncc(/C=C/c3ccccc3)cc2C1=O	2
O=C(CCCCCC(=O)Nc1ccccc1O)N/N=C/c1cccc(B(O)O)c1	-2
Cc1noc(C)c1S(=O)(=O)Nc1ccc2c(c1)C(=O)N([C@@H](C)CO)C[C@H](C)[C@@H](CN(C)C(=O)Nc1ccc(F)cc1)OCCCC[C@@H](C)O2	-5
C[C@@H]1CN([C@H](C)CO)C(=O)Cc2cc(NS(=O)(=O)c3ccccc3)ccc2O[C@@H]1CN(C)C(=O)Nc1ccc2c(c1)OCO2	0
COc1cc(C(F)(F)F)cc(C(F)(F)F)c1C(=O)N1CCC(C(=O)c2ccc(Cl)cc2)CC1	2
Cc1noc(C)c1NC(=O)N(C)C[C@H]1OCCCC[C@H](C)Oc2ccc(NC(=O)CCC(F)(F)F)cc2C(=O)N([C@@H](C)CO)C[C@H]1C	2
C[C@@H]1CN([C@@H](C)CO)C(=O)CCCn2cc(nn2)CO[C@@H]1CN(C)C(=O)Nc1ccc(N2CCCCC2)cc1	-24
C/C=C/c1ccc2c(c1)O[C@@H](CN(C)Cc1ccc(C(=O)O)cc1)[C@@H](C)CN([C@H](C)CO)S2(=O)=O	7
Cc1ccc(S(=O)(=O)N(C)C[C@H]2Oc3ccc(NC(=O)Cc4cn(C)c5ccccc45)cc3CC(=O)N([C@H](C)CO)C[C@@H]2C)cc1	-3
COc1ccc(NC(=O)Nc2ccc3c(c2)C(=O)N([C@H](C)CO)C[C@@H](C)[C@@H](CN(C)Cc2ccncc2)O3)cc1	5
CC(C)NC(=O)Nc1ccc2c(c1)CC(=O)N([C@H](C)CO)C[C@H](C)[C@H](CN(C)Cc1ccc3c(c1)OCO3)O2	4
CCCC#Cc1ccc2c(c1)O[C@H](CN(C)Cc1cncnc1)[C@H](C)CN([C@H](C)CO)S2(=O)=O	-1

Part of the list above, with values ahead of the structure:
NSD2 inh | molecule
-2 | O=C(CCCCCC(=O)Nc1ccccc1O)N/N=C/c1cccc(B(O)O)c1
-5 | Cc1noc(C)c1S(=O)(=O)Nc1ccc2c(c1)C(=O)N([C@@H](C)CO)C[C@H](C)[C@@H](CN(C)C(=O)Nc1ccc(F)cc1)OCCCC[C@@H](C)O2
0 | C[C@@H]1CN([C@H](C)CO)C(=O)Cc2cc(NS(=O)(=O)c3ccccc3)ccc2O[C@@H]1CN(C)C(=O)Nc1ccc2c(c1)OCO2
2 | COc1cc(C(F)(F)F)cc(C(F)(F)F)c1C(=O)N1CCC(C(=O)c2ccc(Cl)cc2)CC1
2 | Cc1noc(C)c1NC(=O)N(C)C[C@H]1OCCCC[C@H](C)Oc2ccc(NC(=O)CCC(F)(F)F)cc2C(=O)N([C@@H](C)CO)C[C@H]1C
-24 | C[C@@H]1CN([C@@H](C)CO)C(=O)CCCn2cc(nn2)CO[C@@H]1CN(C)C(=O)Nc1ccc(N2CCCCC2)cc1
7 | C/C=C/c1ccc2c(c1)O[C@@H](CN(C)Cc1ccc(C(=O)O)cc1)[C@@H](C)CN([C@H](C)CO)S2(=O)=O
-3 | Cc1ccc(S(=O)(=O)N(C)C[C@H]2Oc3ccc(NC(=O)Cc4cn(C)c5ccccc45)cc3CC(=O)N([C@H](C)CO)C[C@@H]2C)cc1
5 | COc1ccc(NC(=O)Nc2ccc3c(c2)C(=O)N([C@H](C)CO)C[C@@H](C)[C@@H](CN(C)Cc2ccncc2)O3)cc1
4 | CC(C)NC(=O)Nc1ccc2c(c1)CC(=O)N([C@H](C)CO)C[C@H](C)[C@H](CN(C)Cc1ccc3c(c1)OCO3)O2
-1 | CCCC#Cc1ccc2c(c1)O[C@H](CN(C)Cc1cncnc1)[C@H](C)CN([C@H](C)CO)S2(=O)=O

Remaining list, next part.
SMILES	NSD2 inh
C=CC1C(OC2OC(CO)C(O)C(O)C2O)OC=C(C(=O)OC)C1CC1CC(=O)CC(CC(=O)CCc2ccc(O)cc2)O1 (centres undefined)	-3
C/C=C/c1ccc2c(c1)O[C@H](CN(C)C)[C@H](C)CN([C@H](C)CO)S2(=O)=O	3
COc1ccc(C#Cc2cnc3c(c2)C(=O)N([C@H](C)CO)C[C@H](C)[C@H](CN(C)C(=O)Nc2ccc(F)cc2)O3)cc1OC	-9
COc1ccc(NC(=O)Nc2ccc3c(c2)C(=O)N([C@H](C)CO)C[C@@H](C)[C@@H](CN(C)C(=O)Nc2ccc(F)cc2)O3)cc1	2
O=C(O)COc1ccc(OCCNC[C@@H](O)COc2ccccc2)cc1	-8
CC(C)C#Cc1ccc2c(c1)O[C@H](CN(C)C(=O)c1cccnc1)[C@@H](C)CN([C@H](C)CO)S2(=O)=O	5
Cc1ccc(-c2ccc3c(c2)O[C@H](CN(C)C(=O)CN(C)C)[C@@H](C)CN([C@H](C)CO)S3(=O)=O)cc1	-2
C[C@@H]1CN([C@@H](C)CO)C(=O)c2cc(NC(=O)Nc3ccc4c(c3)OCO4)ccc2O[C@@H]1CN(C)S(C)(=O)=O	5
Cc1ccc(S(=O)(=O)Nc2ccc3c(c2)C(=O)N([C@H](C)CO)C[C@@H](C)[C@@H](CN(C)S(=O)(=O)c2ccc(Cl)cc2)O3)cc1	0
CCC(=O)N[C@H]1CC[C@H](CC(=O)NCc2cc(F)cc(F)c2)O[C@H]1CO	3
CC(C)CC#Cc1cnc2c(c1)C(=O)N([C@@H](C)CO)C[C@@H](C)[C@@H](CN(C)Cc1ccc(F)cc1)O2	-8
O=C(C[C@@H]1C=C[C@H](NC(=O)c2ccncc2)[C@H](CO)O1)NCCc1ccncc1	8
COc1ccc(S(=O)(=O)N(C)C[C@H]2Oc3c(NC(=O)c4ccncc4)cccc3C(=O)N([C@@H](C)CO)C[C@H]2C)cc1	0
COCC#Cc1ccc2c(c1)O[C@@H](CN(C)C(=O)c1ccccc1F)[C@@H](C)CN([C@H](C)CO)S2(=O)=O	11
COCC#Cc1cnc2c(c1)C(=O)N([C@H](C)CO)C[C@@H](C)[C@@H](CN(C)Cc1ccc(F)cc1)O2	7
COCC(=O)N(C)C[C@@H]1Oc2cc(-c3ccncc3)ccc2S(=O)(=O)N([C@@H](C)CO)C[C@@H]1C	-4
Cc1ccc(S(=O)(=O)Nc2ccc3c(c2)C(=O)N([C@@H](C)CO)C[C@@H](C)[C@@H](CN(C)Cc2ccc4c(c2)OCO4)OCCCC[C@@H](C)O3)cc1	-4
Cc1noc(C)c1S(=O)(=O)N(C)C[C@@H]1Oc2ccc(NS(=O)(=O)c3ccccc3)cc2CC(=O)N([C@H](C)CO)C[C@H]1C	1
COc1ccc(NC(=O)Nc2ccc3c(c2)[C@@H]2C[C@H](CC(=O)O)O[C@@H](CO)[C@@H]2O3)cc1	8
C[C@@H]1CN([C@H](C)CO)C(=O)c2cc(NC(=O)C3CCCCC3)ccc2O[C@@H]1CN(C)CC1CCCCC1	-3
COc1ccc(-c2ccc3c(c2)O[C@H](CN(C)C(=O)Nc2ccccc2F)[C@@H](C)CN([C@H](C)CO)S3(=O)=O)cc1	-1
COc1ccc(NC(=O)Nc2ccc3c(c2)CC(=O)N([C@H](C)CO)C[C@H](C)[C@@H](CN(C)Cc2ccc(C(=O)Nc4ccccc4N)cc2)O3)cc1	-3
Cc1ccc(S(=O)(=O)Nc2cccc3c2O[C@@H](CN(C)Cc2ccc(C(=O)O)cc2)[C@H](C)CN([C@H](C)CO)C3=O)cc1	0
C[C@H]1CN([C@@H](C)CO)C(=O)c2cc(-c3ccc(F)cc3)cnc2O[C@H]1CN(C)Cc1cccnc1	0
CNC[C@H]1Oc2ccc(NS(=O)(=O)c3c(C)noc3C)cc2C(=O)N([C@@H](C)CO)C[C@@H]1C	9
C[C@@H]1CN([C@@H](C)CO)C(=O)c2cc(C#Cc3ccccc3)cnc2O[C@H]1CN(C)Cc1ccccn1	7
C[C@@H]1CN([C@H](C)CO)C(=O)c2cc(NS(=O)(=O)c3cccs3)ccc2O[C@@H](C)CCCCO[C@@H]1CN(C)C(=O)C1CCCCC1	-4
CC(C)CC#Cc1ccc2c(c1)O[C@H](CN(C)C(=O)c1ccncc1)[C@@H](C)CN([C@@H](C)CO)S2(=O)=O	-2
CCC(=O)N(C)C[C@@H]1Oc2cc(-c3ccccc3)ccc2S(=O)(=O)N([C@@H](C)CO)C[C@H]1C	5
C=C1C2CCC3[C@]4(C)CCC[C@@](C)(C(=O)O)C4CC[C@]3(C2)C1OC(C)=O (some centres undefined)	-11
O=C(Nc1ccc2c(c1)[C@H]1C[C@H](CC(=O)N3CCc4ccccc4C3)O[C@H](CO)[C@H]1O2)C1CCC1	0
C[C@@H]1CN([C@H](C)CO)S(=O)(=O)c2ccc(-c3cccc(F)c3)cc2O[C@H]1CN(C)C(=O)Nc1cc(F)ccc1F	-5
C[C@H]1CN([C@@H](C)CO)C(=O)Cc2cc(NC(=O)Cc3cn(C)c4ccccc34)ccc2O[C@@H]1CN(C)Cc1ccc(-c2ccccc2)cc1	-7
C[C@@H]1CCCCO[C@@H](CN(C)S(=O)(=O)c2ccc(F)cc2)[C@H](C)CN([C@@H](C)CO)C(=O)c2cc(NC(=O)c3ccccc3)ccc2O1	1
O=C1O[C@@H](c2ccccc2)[C@@H](c2ccccc2)N2[C@@H](c3ccccc3OCCO)[C@]3(C(=O)Nc4ccccc43)[C@@H](C(=O)N3CCN(c4ncccn4)CC3)[C@H]12	-4
C[C@@H]1CN([C@H](C)CO)C(=O)Cc2cc(NC(=O)Cc3ccccc3)ccc2O[C@H]1CN(C)C	1
COc1ccc(-c2cnc3c(c2)C(=O)N([C@@H](C)CO)C[C@H](C)[C@H](CN(C)S(=O)(=O)c2ccc(OC)cc2)O3)cc1	0
COc1ccc(CN(C)C[C@@H]2Oc3ccc(NS(=O)(=O)c4ccccc4)cc3CC(=O)N([C@H](C)CO)C[C@H]2C)cc1	-3
COc1ccc2c(c1)OCC(Cc1ccc(OC)c(OC)c1)C2=O (centres undefined)	2
Cc1ccc(S(=O)(=O)N(C)C[C@H]2Oc3ccc(NS(=O)(=O)c4ccc(Cl)cc4)cc3CC(=O)N([C@@H](C)CO)C[C@H]2C)cc1	-5
Cn1c(=O)c2c(n(C)c1=O)n(C)c(=O)n2C	18
COc1ccc(NC(=O)Nc2ccc3c(c2)C(=O)N([C@@H](C)CO)C[C@@H](C)[C@@H](CN(C)Cc2ccccc2)O3)cc1	-1
Cc1noc(C)c1S(=O)(=O)Nc1ccc2c(c1)CC(=O)N([C@H](C)CO)C[C@@H](C)[C@H](CN(C)Cc1ccc(C(=O)O)cc1)O2	-2
C[C@@H]1CCCCO[C@H](CN(C)Cc2ccc(Cl)c(Cl)c2)[C@@H](C)CN([C@@H](C)CO)C(=O)c2cc(NC(=O)CCC(F)(F)F)ccc2O1	5
C/C=C/c1ccc2c(c1)O[C@@H](CN(C)C(=O)CN1CCOCC1)[C@@H](C)CN([C@H](C)CO)S2(=O)=O	-3
CN1CCN(C2=Nc3cc(F)ccc3Cc3ccccc32)CC1	-1
C[C@H]1CN([C@@H](C)CO)C(=O)Cc2cc(NC(=O)Nc3ccccc3)ccc2O[C@@H]1CN(C)C(=O)Nc1cccc2ccccc12	-4
Cc1noc(C)c1NC(=O)Nc1ccc2c(c1)CC(=O)N([C@@H](C)CO)C[C@H](C)[C@@H](CN(C)C(=O)Nc1ccccc1)O2	-8
COc1ccc2ncc3c(c2c1)-c1cc(Cl)ccc1OC3	2
COc1ccc(NC(=O)Nc2ccc3c(c2)C(=O)N([C@@H](C)CO)C[C@@H](C)[C@@H](CN(C)Cc2ccc(C(=O)O)cc2)O3)cc1	0
C[C@@H]1CCCCO[C@H](CN(C)Cc2ccc(C(=O)O)cc2)[C@@H](C)CN([C@@H](C)CO)C(=O)c2cc(NC(=O)CCC(F)(F)F)ccc2O1	4
COC(=O)C(CC#Cc1ccc2c(c1)[C@]1(C(=O)N2)[C@H](C(=O)N2CCCCCCC2)[C@H]2C(=O)O[C@H](c3ccccc3)[C@H](c3ccccc3)N2[C@@H]1c1ccc(OCCO)cc1)C(=O)OC	2
C[C@H]1CN([C@@H](C)CO)C(=O)c2cc(NC(=O)Nc3cccc4ccccc34)ccc2O[C@@H]1CN(C)C(=O)Nc1ccccc1	-9
Cc1ccc(S(=O)(=O)N(C)C[C@@H]2Oc3cc(C#Cc4ccccc4)ccc3S(=O)(=O)N([C@H](C)CO)C[C@H]2C)cc1	3
C[C@H](CO)N1C[C@H](C)[C@H](CN(C)Cc2cccc(C(F)(F)F)c2)Oc2ncc(/C=C/c3ccccc3)cc2C1=O	1
O=C(C[C@@H]1C=C[C@H](NC(=O)CCN2CCCCC2)[C@@H](CO)O1)NCc1ccc(Cl)c(Cl)c1	8
C[C@@H]1CN([C@H](C)CO)C(=O)c2cc(C#Cc3ccccn3)cnc2O[C@H]1CN(C)C(=O)c1cnccn1	3
COc1ccc(CNC2C3CC4CC(C3)CC2C4)c(OC)c1C (centres undefined)	9
CC(C)CC#Cc1ccc2c(c1)O[C@@H](CN(C)S(=O)(=O)c1ccc(F)cc1)[C@H](C)CN([C@@H](C)CO)S2(=O)=O	-2
C[C@@H]1CN([C@H](C)CO)C(=O)c2cccc(NC(=O)NC3CCCCC3)c2O[C@@H]1CN(C)Cc1ccccc1	0
Next compounds.
SMILES	NSD2 inh
Cc1ccc(-c2cnc3c(c2)C(=O)N([C@H](C)CO)C[C@@H](C)[C@H](CN(C)CC2CCCCC2)O3)cc1	2
O=C(C1=C[C@H](c2ccccc2)C[C@H](OCc2ccc(CO)cc2)O1)N1CCN(Cc2ccc3c(c2)OCO3)CC1	3&-2
C[C@H]1CN([C@@H](C)CO)C(=O)Cc2cc(NC(=O)Nc3cccc4ccccc34)ccc2O[C@@H]1CN(C)C(=O)Nc1ccc2c(c1)OCO2	-7
CC(=O)N(C)C[C@@H]1Oc2cc(C#C[C@@H](C)O)ccc2S(=O)(=O)N([C@H](C)CO)C[C@H]1C	1
COc1ccc(NC(=O)Nc2ccc3c(c2)C(=O)N([C@H](C)CO)C[C@H](C)[C@H](CN(C)C(=O)NC(C)C)OCCCC[C@H](C)O3)cc1	-4
COc1ccc(NC(=O)Nc2ccc3c(c2)C(=O)N([C@H](C)CO)C[C@H](C)[C@H](CN(C)S(=O)(=O)c2cn(C)cn2)OCCCC[C@H](C)O3)cc1	-2
C/C=C/c1cnc2c(c1)C(=O)N([C@H](C)CO)C[C@H](C)[C@H](CN(C)C(=O)CN1CCOCC1)O2	-5
CC(C)CC#Cc1ccc2c(c1)O[C@@H](CN(C)Cc1ccccn1)[C@@H](C)CN([C@@H](C)CO)S2(=O)=O	-6

Assay outcomes as filed in PubChem BioAssay.
